# High-throughput results from PubChem.
# FXN GAA850 act: increases GAA850 frataxin promoter reporter activity; HEK293 lucGAA850 FXN promoter luciferase reporter, 24 h; percent of 10 µM SAHA response; activation, % at 6 µM; 360,000 compounds, 0.56% hits; AID 540364;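 active = activation above the average of all compounds screened plus 3 SD, cutoff fixed separately per campaign, cut at about 7.5% in these data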;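 note: 0% = DMSO wells and 100% = 10 µM SAHA wells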
# GC-B act: GC-B (human) receptor activation. P20594. HEK293-GC-B cells, CNP EC30, cGMP TR-FRET; 0% at EC30 CNP, 100% saturating CNP. 370,000 compounds, 0.11% hits. AID 1920062. activation, % at 10 µM;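 active = activation at 10 µM reaching about 35% in either raw or pattern-adjusted values, limit read from the data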
# hgDAF12 agonist: hgDAF-12 agonism, primary luciferase screen; activation, % at 6.8 µM; AID 687014; HEK293 GAL4-hgDAF12 UAS-luciferase reporter, agonist luminescence; normalized to butyrate control; 370,000 compounds, 1.8% hits;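 active = activation above a cutoff set at the mean of all screened compounds plus 3 SD, cut at about 10% in these data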;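 note: 0% = DMSO wells and 100% = sodium butyrate wells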
# SMARCA2 act: increases SMARCA2 function in MMTV reporter cells; activation, % at 9.1 µM; MG213 cells, MMTV-luciferase reporter, dexamethasone, overnight; 370,000 compounds, 1% hits; in the data active = activation above about 7.8%;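 note: 0% = vehicle wells and 100% = reference activator wells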
# hcDAF-12 act: activates DAF-12 receptor from parasite H. contortus. HEK293 hcDAF-12 lit1-tk-luc reporter, luminescence; 0% DMSO, 100% Δ7-dafachronic acid. activation, % at 6.8 µM. 370,000 compounds, 1.4% hits. AID 652067;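 active = activation above the mean of all tested compounds plus 3 SD, cut at about 5.5% in these data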;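 note: 100% = response to 3 µM Δ7-dafachronic acid high control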
# KLK7 zymogen act: activators of human kallikrein-7 zymogen. 370,000 compounds, 0.9% hits. purified proKLK7, EDANS-DABCYL substrate fluorescence; 100% is mature enzyme control, 0% vehicle. activation, % at 7 µM. AID 652039. P49862;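 active = activation above the mean of all tested compounds plus 3 SD, computed per campaign excluding outliers beyond control limits, cut at about 13% in these data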
# Target sequence (P49862 whole entry, looked up): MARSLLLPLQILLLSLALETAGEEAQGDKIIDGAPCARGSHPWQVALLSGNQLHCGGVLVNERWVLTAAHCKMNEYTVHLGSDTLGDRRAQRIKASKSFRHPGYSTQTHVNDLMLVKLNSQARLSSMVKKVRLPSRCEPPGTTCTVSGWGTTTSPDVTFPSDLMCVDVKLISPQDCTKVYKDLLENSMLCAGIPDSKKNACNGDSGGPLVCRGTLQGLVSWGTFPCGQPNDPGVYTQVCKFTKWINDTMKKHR
# ssDAF-12 act: activators of S. stercoralis DAF-12 nuclear receptor; 370,000 compounds, 1% hits; activation, % at 6.8 µM; AID 652126; HEK293 ssDAF-12/GRIP1 lit1-tk-luc reporter, luminescence; % of 3 µM dafachronic acid response;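 active = activation above the mean over all tested compounds plus 3 SD, cut at about 0.9% in these data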;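 note: 0% = DMSO-only wells and 100% = 3 µM delta7-dafachronic acid wells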
# DAX1 inh-1: inhibits human nuclear receptor DAX1. P51843. HEK293 Gal4-DAX1 luciferase reporter, luminescence. inhibition, % at 6.75 µM. 340,000 compounds, 0.99% hits. AID 504766;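 active = inhibition above the mean over all tested compounds plus 3 SD, cut at about 4.2% in these data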;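 note: 0% = DAX1-transfected cells with DMSO and 100% = empty-vector control cells with DMSO; inhibition shows as a rise in luminescence from relieved DAX1 repression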
# Target sequence (P51843 207-470 limits assumed): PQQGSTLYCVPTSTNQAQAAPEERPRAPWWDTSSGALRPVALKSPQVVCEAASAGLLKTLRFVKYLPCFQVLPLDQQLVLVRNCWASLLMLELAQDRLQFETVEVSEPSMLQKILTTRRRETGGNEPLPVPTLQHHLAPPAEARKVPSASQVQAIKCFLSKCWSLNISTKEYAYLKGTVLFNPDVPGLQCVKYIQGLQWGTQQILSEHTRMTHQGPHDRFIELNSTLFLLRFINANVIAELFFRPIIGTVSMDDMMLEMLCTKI
# DAX1 inh-2: DAX1 (NR0B1) inhibition, primary screen; HEK293T StAR-luciferase reporter, SF-1/DAX-1 repression relief; inhibition, % at 6.8 µM; 370,000 compounds, 1.1% hits; AID 652010;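 active = inhibition above the mean over all tested compounds plus 3 SD, cut at about 3.6% in these data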;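 note: 0% = DAX-1 cells with DMSO and 100% = cells lacking DAX-1 with DMSO; higher inhibition means more luminescence from relief of DAX-1 repression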
# HGIII-sPLA2 inh: Blocks human group III sPLA2 activity. 370,000 compounds, 0.56% hits. QFRET BODIPY PC-A2 liposome hydrolysis, fluorescence. Q9NZ20. inhibition, % at 12.2 µM;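 active = inhibition above mean plus 3 SD of compounds lying within the high and low control bounds, cut at about 19% in these data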;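 note: 0% = median of test compound wells and 100% = no enzyme DMSO wells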
# Target sequence (Q9NZ20 whole entry, looked up): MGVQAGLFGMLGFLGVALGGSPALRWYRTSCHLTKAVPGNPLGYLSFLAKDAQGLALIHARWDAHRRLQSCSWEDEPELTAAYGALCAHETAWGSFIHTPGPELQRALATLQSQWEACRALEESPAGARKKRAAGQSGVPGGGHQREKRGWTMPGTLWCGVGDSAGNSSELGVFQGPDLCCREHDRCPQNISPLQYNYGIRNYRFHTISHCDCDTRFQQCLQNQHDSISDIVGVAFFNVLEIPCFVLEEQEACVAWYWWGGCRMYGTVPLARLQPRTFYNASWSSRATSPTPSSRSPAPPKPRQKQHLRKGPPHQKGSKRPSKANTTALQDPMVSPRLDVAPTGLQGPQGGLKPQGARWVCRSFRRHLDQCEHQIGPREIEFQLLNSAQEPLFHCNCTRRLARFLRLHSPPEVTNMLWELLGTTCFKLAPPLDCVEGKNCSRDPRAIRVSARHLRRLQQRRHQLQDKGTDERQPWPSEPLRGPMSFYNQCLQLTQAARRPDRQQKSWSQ
# NPR1 activator: GC-A (human) enzyme activation; HEK293 GC-A cells, cGMP TR-FRET, EC30 ANP; 0% at EC30 ANP, 100% saturating ANP; activation, % at 10 µM; P16066; 370,000 compounds, 0.14% hits; in the data active = activation above about 40%
# Active calls of the source: *; · = no result given. Outcome played no part in choosing rows, and some 6.7% of all compounds hit somewhere here.
SMILES,FXN GAA850 act,GC-B act,hgDAF12 agonist,SMARCA2 act,hcDAF-12 act,KLK7 zymogen act,ssDAF-12 act,DAX1 inh-1,DAX1 inh-2,HGIII-sPLA2 inh,NPR1 activator
CCn1c(=NC(=O)CSC(C)=O)sc2cc(F)ccc21,-2.6,-1.7,0.8,3.3,1.8,0.6,-0.8,0.5,-0.7,-6.5,0.5
Cc1ccc(CNC(=O)c2ccc(N(C)S(=O)(=O)c3ccccc3)cc2)cc1,1.8,2.2,1.5,-5.1,0.2,0.3,-1.3,-1.0,-0.4,-7.6,3.9
O=C(O)c1ccccc1-n1cccc1C(=O)O,1.3,2.3,-1.1,0.7,-1.1,0.0,-0.6,·,0.1,8.5,-8.9
O=C(CN1C(=O)C2CCCCC2C1=O)OCC(=O)c1ccc(Cl)s1 (stereo unspecified),0.5,3.0,0.3,-1.8,1.9,0.1,-1.4,0.5,-0.1,-0.6,3.7
COc1ccc(Nc2nc(N3CCCCC3)nc(N3CCCCC3)n2)c(OC)c1,1.5,-2.9,5.2,-0.6,-1.9,0.0,-1.6,2.2,0.1,5.7,-2.5
COc1ccc(CCN(C)C2CCCN(S(=O)(=O)c3ccc(C)cc3)C2)cc1OC (stereo unspecified),2.5,-1.7,0.5,-0.1,-1.3,0.4,-2.0,-0.5,-0.2,-5.1,-1.7
COc1cc(C)ccc1OCc1cc(C(=O)N(Cc2c(C)nn(C)c2C)C2CC2)no1,3.1,-0.8,3.3,0.7,-2.3,-0.2,-0.9,-0.4,0.0,-2.0,3.7
COc1cccc(/C=N/NC(=O)c2cccc3ccccc23)c1,1.9,-5.3,-0.1,-2.8,-1.6,0.0,0.0,0.5,-1.9,3.6,-3.0
CCN(CC)S(=O)(=O)c1cccc2cccnc12,-1.3,-3.4,-0.3,-1.1,-0.7,0.3,-1.1,1.5,-0.4,-2.7,-1.9
Cc1nc(-c2ccc(NC(=O)C3CC3)cc2)cs1,4.0,-0.8,9.4,8.2*,2.9,0.4,-0.4,-0.2,1.6,0.0,-1.1
O=C(Oc1ccc(Br)cc1C(=S)N1CCOCC1)c1ccc([N+](=O)[O-])cc1[N+](=O)[O-],-0.8,-13.2,0.4,3.9,-2.0,0.9,-0.9,-1.0,0.0,7.2,-53.5
Cc1ccc(C2=NOC(c3nnc(-c4ccccc4)o3)C2)cc1 (stereo unspecified),1.0,-6.6,0.0,3.2,-0.8,0.2,-0.7,-0.2,-0.3,-5.1,0.9
O=C(c1ccco1)N1CCN(C(=S)Nc2ccc(F)c(Cl)c2)CC1,-0.6,-6.0,-1.2,-2.6,-0.7,-0.1,-1.3,-0.3,-0.5,4.2,0.2
Cc1cccc(NC(=O)CSc2cccc3cccnc23)c1C,0.5,-8.8,-0.4,-2.3,-3.1,3.3,-0.7,0.9,-1.0,-7.5,4.4
CCC(C)Sc1nc2c(cnn2-c2ccc(C)c(C)c2)c(=O)[nH]1 (stereo unspecified),3.3,-3.1,-0.4,-0.5,-0.8,-0.1,-1.7,1.0,-0.1,0.6,5.5
CC(=O)Nc1ccc(NC2(C)C(=O)c3ccccc3C2=O)cc1,0.9,-7.8,0.8,0.7,1.8,-0.6,-0.4,0.5,-0.2,9.9,0.2
OCCNNC(=S)NC1CC2C=CC1C2 (stereo unspecified),0.5,3.1,-1.3,-6.7,-1.5,0.1,-1.6,0.9,-0.2,10.7,5.3
COc1cccc2[nH]c3c(=O)n(CCN(C)C)cnc3c12,1.1,7.5,2.0,1.7,-0.2,49.2*,-1.1,0.3,0.7,5.0,3.2
O=C(Cn1c(CN2CCCCC2)nc2ccccc2c1=O)NC1CCCCC1,-0.1,1.9,-0.1,-0.1,-1.6,-0.7,-0.9,0.6,0.4,1.2,0.0
Cc1cc(C)c2c(=O)[nH]c(SCC(=O)NCc3ccccc3)nc2n1,-0.6,2.9,-1.5,-5.5,-2.4,0.1,-0.9,-0.1,-0.3,-1.5,-3.0
O=C(COC(=O)COc1ccc2ccccc2c1)Nc1cc(C(F)(F)F)ccc1N1CCOCC1,2.9,-20.7,-0.5,3.5,1.1,0.2,0.2,3.6,-0.3,-1.4,-2.6
c1ccc(CNC2=NCCCCC2)cc1,0.8,3.4,0.7,3.2,-0.3,0.1,-0.7,0.1,-0.1,-3.2,-0.4
O=S(=O)(c1ccccc1)N(CC(F)(F)F)c1ccc(C(O)(C(F)(F)F)C(F)(F)F)cc1,0.9,1.4,-5.6,-6.4,-1.8,-0.2,-1.1,·,0.3,-7.0,-2.4
C[C@H](O)[C@@H]1CN2CCc3c([nH]c4c(-c5ccc6c(c5)OCO6)cccc34)[C@@H]2C[C@@H]1N(C)C(=O)Nc1ccccc1,·,-9.4,4.0,-4.1,-3.0,0.6,-0.9,·,-1.5,-8.3,-0.1
O=C(NC1CCCCCC1)C(=S)N1CCOCC1,-0.8,0.2,-0.4,-2.6,-0.6,0.0,-1.8,0.0,0.1,5.4,7.0
CCOC(=O)N1CCC(NC(=O)CSCc2cnn(-c3ccccc3)c2-n2cccc2)CC1,8.3*,-6.7,-2.2,-3.9,-0.8,0.8,-1.6,-1.5,-0.6,-1.1,-0.6
Cc1cc(C)nc(Nc2n[nH]c(-c3ccccc3Br)n2)n1,3.9,-2.9,0.0,0.9,-0.9,0.3,-1.5,0.8,-0.1,-1.0,-3.5
CCNC(=O)CC1C(=O)N(c2ccc(C)cc2)C(=O)N1CCc1ccc(OC)c(OC)c1 (stereo unspecified),-0.4,2.8,0.3,0.2,-0.2,-0.6,-1.2,0.4,-0.3,1.2,-0.2
O=C1/C(=C/c2cccnc2)CC/C1=C\c1cccnc1,2.1,-9.8,-1.2,-4.7,-1.3,0.7,-1.3,-1.5,-0.6,14.0,-3.4
CCOc1ccc(-n2c(SC/C=C/c3ccccc3)nnc2-c2cccs2)cc1,·,9.2,1.2,-3.3,-1.3,0.3,-2.0,·,-1.3,-10.6,-1.6
CCOc1ccccc1C(=O)Nc1ccc(NC(=O)c2ccccc2)cc1,-1.7,0.1,-1.5,0.2,-1.4,0.1,-0.6,0.7,-0.3,3.3,0.6
COc1ccc(N2CCN(C(=O)Cc3ccc(-n4c(=O)[nH]c5ccccc5c4=O)cc3)CC2)cc1,1.9,1.2,-3.0,-2.7,-2.2,-1.1,-1.1,-0.4,-0.5,-1.0,0.9
Cc1ccc(S(=O)(=O)N2CC(=O)N3CCN(CCN)C3C2)cc1 (stereo unspecified),-2.0,1.5,0.4,-1.6,0.4,0.1,-0.8,-0.1,0.0,8.4,5.3
C[C@@H]1COC(=O)[C@H](CC(=O)OC(C)(C)C)C/C=C\C[C@@H](CC(=O)NCCO)C(=O)N1,-0.5,0.1,4.1,1.2,-0.5,-0.2,-1.2,2.5,0.2,4.3,1.6
O=C(Nc1cccnc1)c1scc2c1OCCO2,1.3,-0.6,-0.2,-1.6,-2.0,0.3,-1.6,0.5,-0.3,-1.6,0.4
CCOCCCNC(=O)c1ccc2c(=O)n(CCCOCC)c(=S)[nH]c2c1,0.5,-4.1,-1.6,-3.7,1.1,-0.1,-1.3,-0.2,-0.7,4.4,-3.3
COc1cc(OC)cc(C(=O)NCC(=O)OCC(=O)c2cc(C)n(Cc3ccco3)c2C)c1,0.8,-5.2,-3.2,-0.8,-0.7,0.9,-1.7,0.3,0.1,-16.1,-5.5
CCOc1ccc(N2CC(C(=O)Nc3ccc(S(=O)(=O)NCC4CCCO4)cc3)CC2=O)cc1 (stereo unspecified),-1.3,-0.2,0.4,-4.0,-1.0,-4.0,-0.8,-0.1,-0.2,-11.5,-2.2
CCC1(CC)Cc2ccccc2C(=O)N1,-1.2,-2.4,0.5,0.2,1.0,0.5,-1.4,-0.6,0.1,2.3,0.1
O=C(CSCc1c(Cl)cccc1Cl)Nc1ccc2c(c1)OCCO2,-0.5,1.5,-0.6,2.0,-1.9,-0.5,-2.3,-1.0,-0.2,-2.6,-0.6
CCCCCCCCCCCCN1[C@@H](CC(=O)O)c2cc(C(F)(F)F)ccc2S1(=O)=O,2.0,-0.1,3.6,1.2,2.7,-0.1,-1.1,0.1,-0.1,-26.4,1.7
CCCN(CC(=O)Nc1ccc(F)c(F)c1F)C(=O)Cn1c(=O)cnc2ccccc21,1.3,4.7,0.5,-0.4,0.6,0.6,-1.2,-0.1,-1.1,-8.6,-2.8
Cc1cc(NC(=O)CSC2=NCCS2)no1,-0.5,-1.1,0.5,-0.3,-1.0,0.7,-0.6,-0.8,-0.3,-17.4,-1.6
CCCN1CNC(=S)N(c2ccc(C)cc2C)C1,0.7,5.5,0.1,-2.8,-0.1,0.1,-0.4,2.1,0.9,5.5,4.1
COc1ccc(C)c2sc(NC(=O)c3cccc(N4C(=O)CCC4=O)c3)nc12,0.9,-2.2,3.3,-1.6,-1.0,0.2,-0.7,-0.3,1.4,2.4,14.3
COCCCNC(=O)c1ccc(NC(C)=O)cc1,2.2,-0.6,-0.5,5.3,0.2,-0.3,-0.9,0.7,0.8,-0.6,2.0
COc1cccc(C(=O)NC2CCN(C(=O)N3CCCCC3)CC2)c1,-2.1,3.3,0.1,-3.8,-2.8,0.2,-1.3,1.2,0.2,1.2,1.6
CC(=O)N(Cc1ccc(Br)cc1)c1cccc(C)c1C,0.5,-14.3,-1.1,0.3,-1.1,-0.2,-1.3,-1.0,0.3,0.8,-39.9
CSc1ncccc1C(=O)OCc1ccc(Br)cc1,2.3,-1.2,0.5,0.5,-0.9,0.1,-0.9,0.9,1.4,-5.0,11.5
NC1=NC[C@H](Cc2ccc(O)cc2)N1CCc1cccc2ccccc12,0.2,2.7,-0.4,-0.9,0.9,-0.2,-1.4,1.1,-0.7,-9.8,4.6
COC(=O)c1ccccc1NC(=O)CNCCc1ccc(OC)c(OC)c1,1.1,0.9,-1.8,-0.2,-2.3,-0.1,-1.1,0.0,0.2,0.6,1.2
CN(CCc1ccccn1)c1ccc([N+](=O)[O-])cn1,-0.7,5.2,-0.6,0.8,-2.8,0.1,-1.4,3.6,0.0,-2.6,0.2
c1cc2c(cc1-n1cnnn1)OCO2,-0.2,-3.0,2.4,-2.5,-1.6,-0.4,-1.3,0.2,-0.4,0.7,1.5
CCc1nnc(NC(=O)C(=O)NCCOC(=O)c2ccccc2)s1,-1.8,0.1,-2.1,-4.4,0.1,-0.6,-1.6,-0.1,0.8,13.8,-4.7
COc1ccc(NC(=O)N2C3CCCC2CC(NC(=O)C2CC2)C3)cc1 (stereo unspecified),1.2,-4.0,-0.1,-0.5,-1.1,0.2,-0.5,0.9,-0.1,-3.5,1.5
Cc1c(C)n(C(=O)CN2CCN(c3ccccc3)CC2)c2ccccc12,2.6,-8.5,-1.5,-2.8,-0.1,0.9,-1.3,2.2,0.1,0.6,-0.6
